High-throughput results (PubChem BioAssay)
FXIa inh 1536: factor XIa (human) inhibition. 0.14% of 220,000 active. inhibition, % at 5 µM. purified FXIa, Boc-Glu-Ala-Arg-AMC fluorogenic substrate;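 active = inhibition of at least 40%; inactive = inhibition below 40%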;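 note: fluorescence of freed AMC excited at 355 nm; 0% = enzyme without compound and 100% = no enzyme blank; many of its hits are not listed in these tables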
Wee1 stabilizer: blocks degradation of human Wee1 kinase | 1.2% of 220,000 active | AID 1321 | HeLa Luc-Wee1K328M stability, luciferase luminescence; 100% = proteasome inhibitor MG132 effect | P30291 | reporter increase, % at 5 µM;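 active = activation above the mean of all tested compounds plus 3 SD, set per screening run, cut at about 8.8% in these data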;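 note: cells exposed to compound for 20 h before luminescence read; 0% = DMSO alone and 100% = MG132 at 30 µM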
Target sequence (P30291 whole entry K328M): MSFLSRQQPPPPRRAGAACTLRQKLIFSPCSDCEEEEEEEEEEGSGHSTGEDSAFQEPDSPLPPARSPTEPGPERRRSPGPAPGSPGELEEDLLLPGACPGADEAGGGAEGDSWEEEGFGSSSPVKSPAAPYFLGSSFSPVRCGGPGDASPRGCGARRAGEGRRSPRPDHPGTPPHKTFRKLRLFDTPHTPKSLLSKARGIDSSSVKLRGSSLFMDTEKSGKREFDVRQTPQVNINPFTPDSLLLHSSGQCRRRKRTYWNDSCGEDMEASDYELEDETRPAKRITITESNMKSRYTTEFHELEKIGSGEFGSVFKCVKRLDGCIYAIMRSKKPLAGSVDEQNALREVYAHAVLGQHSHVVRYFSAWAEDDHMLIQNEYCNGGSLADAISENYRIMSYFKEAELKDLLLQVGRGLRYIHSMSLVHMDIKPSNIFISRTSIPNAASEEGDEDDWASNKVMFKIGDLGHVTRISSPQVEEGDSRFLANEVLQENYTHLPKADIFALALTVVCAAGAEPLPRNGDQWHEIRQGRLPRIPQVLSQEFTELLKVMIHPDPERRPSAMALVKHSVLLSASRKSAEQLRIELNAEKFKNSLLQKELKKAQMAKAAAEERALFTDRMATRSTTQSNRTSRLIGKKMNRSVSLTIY
MDM2 E3 inh: inhibitors of human Mdm2 E3 ubiquitin ligase; cell-based MDM2 ubiquitination luciferase reporter, 2 h; 0 = plate control, 100 = twice control, blank-subtracted; 0.11% of 210,000 active; signal enhancement, % at 5 µM; AID 1230;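 active = signal enhancement of 30% or more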;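 note: luminescence tracks abundance of the self-degrading MDM2-luciferase fusion protein; higher signal means inhibition of MDM2 E3 ligase activity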
Target sequence (Q00987 whole entry, looked up, the tested form may be a part): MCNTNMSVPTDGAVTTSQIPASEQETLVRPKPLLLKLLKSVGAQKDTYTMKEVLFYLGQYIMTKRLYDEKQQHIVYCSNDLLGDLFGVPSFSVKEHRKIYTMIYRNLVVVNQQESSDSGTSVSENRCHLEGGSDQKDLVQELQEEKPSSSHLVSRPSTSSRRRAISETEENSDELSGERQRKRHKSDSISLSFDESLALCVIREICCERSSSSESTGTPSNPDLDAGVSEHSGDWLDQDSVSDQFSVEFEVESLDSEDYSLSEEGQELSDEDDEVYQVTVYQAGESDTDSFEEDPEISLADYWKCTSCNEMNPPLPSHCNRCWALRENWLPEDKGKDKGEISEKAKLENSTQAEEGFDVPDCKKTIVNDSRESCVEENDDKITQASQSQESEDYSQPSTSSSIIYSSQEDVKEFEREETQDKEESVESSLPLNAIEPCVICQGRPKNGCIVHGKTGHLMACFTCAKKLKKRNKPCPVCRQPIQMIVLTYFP
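Timing – 2 h compound exposure at 37 °C · Assay system – mammalian cells stably expressing self-ubiquitinating, self-degrading MDM2 E3–luciferase fusion · Amount – 2000 cells seeded into each well · Measure – % luminescence enhancement versus blank-corrected plate control mean · Measured by – SteadyLite luminescence, 15 min reagent step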
Rad51 HR inh: blocks human Rad51 in homologous recombination. hRad51 DNA strand exchange, fluorescence dequenching. inhibition, % at 10 µM. 0.085% of 200,000 active. AID 1385;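 active = inhibition above 40% at the single screening dose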;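 note: 0% = DMSO control wells and 100% = blanks with heterologous ssDNA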
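Test system – preformed human Rad51 ssDNA filaments · Reagent – Donor/quencher-labelled 47-bp dsDNA substrate · Incubation – 37 °C 15-min filament assembly, 30-min compound preincubation, 15-min exchange · Signal – FRET fluorescence dequenching, excitation 485 nm, emission 520 nm · Read-out – percent inhibition from fluorescence, normalised to plate control and blank means · Benchmarks – plate control and blank wells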
p97 ATPase inh: blocks human p97 ATPase activity | P55072 | recombinant p97 ATPase, Kinase-Glo ATP luminescence, 3 h | inhibition, % at 8 µM | 0.42% of 220,000 active | AID 1481; in the data active = inhibition above about 15%;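 note: 0% = DMSO vehicle and 100% = wells lacking enzyme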
eIF4E 4G PPI: inhibitors of eIF4E and eIF4G interaction in translation initiation | 0.37% of 220,000 active | AID 782 | TR-FRET eIF4E-eIF4GI(517-606) binding, 2 h | P63073+Q04637 | inhibition, % at 21.7 µM;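 active = inhibition above about 30%, limit read from the data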;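 note: 0% = full FRET control wells and 100% = background wells lacking eIF4GI fragment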
FXIIa inh 1536: inhibitors of human coagulation factor XIIa; purified FXIIa, Boc-QGR-AMC fluorogenic substrate, 2 h; 0.3% of 220,000 active; P00748; inhibition, % at 5 µM; in the data active = inhibition above about 40%;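 note: 0% = enzyme with no compound and 100% = blank without enzyme; many of its hits are not listed in these tables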
14-3-3 Bad PPI: disrupts binding of bovine 14-3-3 zeta to phospho-Bad peptide | P63103 | inhibition, % at 21.7 µM | TR-FRET 14-3-3zeta/Dy647-pBad peptide displacement, 1 h | 0.71% of 220,000 active;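 active = inhibition above about 70%, limit read from the data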;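 note: 0% = full 14-3-3 plus peptide FRET controls and 100% = background without 14-3-3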
hK5 inh: blocks human kallikrein 5 protease activity | Q9Y337 | recombinant hK5, fluorogenic AMC substrate cleavage | inhibition, % at 5 µM | 0.59% of 210,000 active;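 active = inhibition of 40% or more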;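 note: 0% = enzyme controls without compound and 100% = no-enzyme blanks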
* marks the source's active call; other numbers are inactive results; . = no result given; [ ] = dose if it differs, or a comment.

smiles	Rad51 HR inh	Wee1 stabilizer	MDM2 E3 inh	eIF4E 4G PPI	hK5 inh	FXIIa inh 1536	14-3-3 Bad PPI	p97 ATPase inh	FXIa inh 1536
CCNC(=S)NCc1ccc2[nH]c(C)cc2c1	2.8	-0.4	.	2.0[fluorescence artefact?]	-8.2	8.1	-4.8[fluorescence artefact?]	2.5	-0.2
O=C(Oc1cccc(-n2cnnn2)c1)c1ccccc1	9.4	0.3	-5.0	-2.1	-70.1	5.8	-11.0	4.1	-2.0
CCCn1c(SCN2C(=O)c3ccccc3C2=O)nc2cc(Cl)ccc2c1=O	.	5.8	-6.9	24.6	-7.4	9.8	-1.8	7.4	6.1
CCCNc1nc(=S)n(-c2ccccc2)c(C)c1C(C)=O	.	5.4	4.0	5.4	.	6.0	-5.8	-2.5	0.1
Cc1ccc(NC(=O)O/N=C2\CCCCC2c2ccc([N+](=O)[O-])cc2[N+](=O)[O-])cc1 (stereo not drawn)	.	-0.7	-22.9	-0.7	-8.0	12.5	3.7	-1.4	6.2
O=C1CN=C(Nc2cccc(C(F)(F)F)c2)N1C1CCCC1	-2.1	-1.0	-3.6	2.3	-5.3	-19.0	56.1[fluorescence artefact?]	0.6	-8.9
Cc1nonc1NC(=O)CSc1nnc(-c2ccoc2C)n1CC(C)C	16.8	-3.5	4.7	-1.1	-11.5	19.7	3.1	0.5	0.0
COc1cccc(-c2nn(C)c3sc(C(=O)NCc4ccc(C)o4)cc23)c1	-14.9	4.0	-13.5	-16.1	-11.8	17.8	11.9	7.0	2.5
O=C(NCc1nnc(SCC(=O)N2CCCC2)o1)c1c(F)cccc1Cl	-5.9	-0.7	-26.5	-0.8[fluorescence artefact?]	-6.3	7.9	1.6	4.1	-1.4
COC(=O)c1ccc(NC(=O)c2cccc(Cl)c2)o1	-0.8	-2.6	-17.3	1.7	-4.1	4.9	-1.3	-3.6	1.7
COc1ccccc1Cn1c(=S)[nH]c2cc(C(=O)NCC3CCCO3)ccc2c1=O (stereo not drawn)	-6.1	4.3	-13.6	-1.0	-5.6	11.3	-6.8	-0.1	1.1
CCNC(=S)NNC(=O)CCn1c2ccccc2c2ccccc21	1.6	0.2	-6.3	9.0	-289.1	2.6	-13.2	0.6	-3.5
COc1ccc(N2C(=O)CCC(C(=O)NCc3ccccn3)C2c2ccc(F)cc2)cc1 (stereo not drawn)	-9.6	0.8	4.7	3.8	-24.5	-2.1	-1.9	-3.2	0.3
CC(C)N1CCN(Cc2ccc(C#CC(C)(C)O)s2)CC1CCO (stereo not drawn)	25.9	7.0	-7.5	1.9	.	1.8	-16.3	-2.0	-2.6
O=C(O)CN1C(=O)c2ccc(Oc3ccc4c(c3)C(=O)N(CC(=O)O)C4=O)cc2C1=O	-2.9	-2.4	-7.7	2.3	0.7	9.5	3.7	5.1	-0.2
Cc1cc(C(=O)Nc2ccc3c(c2)OCCO3)co1	-2.0	-2.6	-44.5	-2.2	23.3	15.6	-5.1	5.8	8.3
c1ccc(-c2ccc(OCCOCCn3cncn3)cc2)cc1	4.0	-1.8	-2.5	6.5	2.7	9.3	73.3*	-8.5	5.9
O=C(O)c1ccccc1Nc1ccc(OC(F)F)cc1	-10.4	-2.0	-11.8	1.1	-3.1	6.4	2.0	4.4	-2.8
O=C(NCCN1CCOCC1)c1cn(CCc2ccccc2)nn1	-1.2	1.8	-1.1	2.6	-25.9	9.0	-5.0	-0.7	-2.5
O=C(Cc1ccccc1)N1CCN(C(=O)c2ccc([N+](=O)[O-])cc2)CC1	-10.0	-2.7	2.1	-1.4	11.0	12.8	-4.5	-2.4	0.2
c1cncc(CSc2ccc(-c3cccnc3)nn2)c1	-8.0	-1.7	-7.9	-1.2	-6.8	3.9	-4.4	-1.1	-4.9
CC1=Nc2ccccc2N=C(NC(=O)/C=C/C(=O)O)C1c1ccccc1 (stereo not drawn)	.	-0.1	-3.1	0.4	1.0	7.2	-6.4	3.6	-0.2
CC(C)(C)C(=O)Nc1nnc(SCc2cccc(F)c2)s1	8.8	4.7	-14.1	1.8	-0.7	7.3	-15.5	0.5	6.1
O=C(O)c1ccc2[nH]c3c(c2c1)CSCC3	-2.9	-0.6	-1.5	5.0	-22.7	9.6	-2.5	-1.4	3.7
CCN(CC(=O)Nc1cc(Cl)ccc1C)C(=O)C1CCCCC1	-0.9	0.4	-3.8	0.8	2.1	12.0	-7.5	-2.0	-0.3
Cc1cccc(NC(=O)CCSc2nc(C)cc(C)n2)c1	-0.8	-1.6	-8.0	-7.0[fluorescence artefact?]	-18.9	12.4	-5.8[fluorescence artefact?]	1.5	6.2
CCCCn1c(SCC(=O)Nc2cc(C(F)(F)F)cc(C(F)(F)F)c2)nnc1C(CC)N(C)C (stereo not drawn)	16.0	-3.8	-5.8	-3.8	-16.1	7.7	-4.9	-5.7	4.2
CCOC(=O)c1cccc(NC(=O)c2cnc3ccccc3n2)c1	16.4	0.7	-11.7	1.5	18.6	14.6	4.6	-1.2	6.2
COC(=O)c1sccc1S(=O)(=O)Nc1ccc(S(N)(=O)=O)cc1	15.9	2.0	-10.4	-3.7	0.6	8.9	5.5	3.5	1.7
COc1ccc(CN2CCN(Cc3ccccc3)C(CCO)C2)cc1OC (stereo not drawn)	10.4	7.2	-6.8	1.6	-5.5	-0.4	-3.0	-0.4	-6.1

3 of these compounds in another layout:
> Cc1cccc(NC(=O)CCSc2nc(C)cc(C)n2)c1
  Rad51 HR inh: -0.8
  Wee1 stabilizer: -1.6
  MDM2 E3 inh: -8.0
  eIF4E 4G PPI: -7.0[fluorescence artefact?]
  hK5 inh: -18.9
  FXIIa inh 1536: 12.4
  14-3-3 Bad PPI: -5.8[fluorescence artefact?]
  p97 ATPase inh: 1.5
  FXIa inh 1536: 6.2

> CC(C)(C)C(=O)Nc1nnc(SCc2cccc(F)c2)s1
  Rad51 HR inh: 8.8
  Wee1 stabilizer: 4.7
  MDM2 E3 inh: -14.1
  eIF4E 4G PPI: 1.8
  hK5 inh: -0.7
  FXIIa inh 1536: 7.3
  14-3-3 Bad PPI: -15.5
  p97 ATPase inh: 0.5
  FXIa inh 1536: 6.1

> COc1ccc(N2C(=O)CCC(C(=O)NCc3ccccn3)C2c2ccc(F)cc2)cc1 (stereo not drawn)
  Rad51 HR inh: -9.6
  Wee1 stabilizer: 0.8
  MDM2 E3 inh: 4.7
  eIF4E 4G PPI: 3.8
  hK5 inh: -24.5
  FXIIa inh 1536: -2.1
  14-3-3 Bad PPI: -1.9
  p97 ATPase inh: -3.2
  FXIa inh 1536: 0.3

Other results follow.
smiles	Rad51 HR inh	Wee1 stabilizer	MDM2 E3 inh	eIF4E 4G PPI	hK5 inh	FXIIa inh 1536	14-3-3 Bad PPI	p97 ATPase inh	FXIa inh 1536
N#Cc1cc2c(nc1SCC(=O)Nc1sc3c(c1C#N)CCC3)CCCC2	5.7	2.6	-0.6	-0.3	6.4	-6.2	-5.0	3.5	-12.5
CCc1cc2c3c(c1)C(C)CC(C)(C)N3C(=O)/C2=C1\SC(=O)NC1=O (stereo not drawn)	6.3	-0.2	-8.2	1.6	18.1	5.7	12.8	-8.5	-3.8
COc1ccc(C(C)=O)cc1CSc1ccccn1	11.6	4.2	-6.4	-1.5	-2.2	5.8	-6.6	7.8	2.1
CN(C)N=C1c2cc(S(=O)(=O)N3CCOCC3)ccc2-c2ccc(S(=O)(=O)N3CCOCC3)cc21	-6.8	-1.2	-11.3	-0.3[fluorescence artefact?]	11.8	10.6	-2.0	1.4	-5.5
O=c1cc(CO)oc(C(Nc2cccc([N+](=O)[O-])c2)c2ccccn2)c1O (stereo not drawn)	.	4.8	.	0.4[fluorescence artefact?]	-28.1	4.9	1.2[fluorescence artefact?]	4.0	2.1
Cc1nc2cc(C(=O)NCCN3CCOCC3)ccc2n1-c1ccc(F)cc1F	5.6	0.4	-8.6	-6.1	-14.9	8.9	-15.4	4.5	-3.6
O=C(Nc1nc2ccccc2c(=O)[nH]1)c1ccccc1SCc1ccccc1	3.0	-1.1	-8.0	0.4	2.7	7.0	8.2	-0.7	-2.4
CC(C)(C)NCc1cc2ccccc2[nH]c1=O	4.5	-2.6	-13.8	-4.6	-19.9	5.6	7.2	2.0	-5.0
S=C(Nc1ccccc1Cl)NC1CCN(Cc2ccccc2)CC1	6.5	0.4	-8.8	-3.6	-5.4	9.9	-9.2	-0.1	-0.5
CCOC(=O)c1cc(-c2cccs2)[nH]n1	8.4	-2.3	-7.0	0.9	-2.3	-3.5	13.2	-2.8	-3.9
CCN1CCN(Cc2ccc(NC(=O)Nc3ccc(OC)cc3)cc2)CC1	-4.5	-1.5	-6.8	4.1	-1.8	15.3	7.6	4.9	6.9
Cc1ccc(SCCNC(=O)CN2C(=O)c3ccccc3S2(=O)=O)cc1	3.8	0.9	-4.1	5.6	0.0	-2.2	-7.5	-1.4	-7.9
COc1cc(NC(=O)CS(=O)(=O)c2ccc(C)cc2)cc(OC)c1OC	11.2	-1.4	-11.1	1.8	2.9	-3.4	5.9	-4.6	-1.4
O=[N+]([O-])c1cccc(/C=N/Nc2nc(N3CCOCC3)nc(N3CCOCC3)n2)c1	.	4.2	-9.8	-6.8	-0.7	30.9	-5.5	0.5	24.1
CCS(=O)(=O)c1ccc2oc(SCC(=O)NCCc3ccc(OC)cc3)nc2c1	27.7	1.6	-21.4	2.0	0.4	3.2	-18.0	3.6	-2.0
CN(C)c1ccc(/C=C2/C=C(c3ccc4c(c3)CCCC4)OC2=O)cc1	-60.8	0.9	.	-5.1	2.8	12.1	1.7	4.0	4.6
O=c1oc2ccccc2c2c1nnn2CCO	21.9	-3.5	7.5	2.2	3.1	6.0	-9.8	4.6	-0.6
CCCC(=O)NC(c1ccc(OC)cc1)c1ccc2cccnc2c1O (stereo not drawn)	4.8	4.4	6.8	2.1	-5.6	7.2	-24.2	2.1	-1.8
O=C(NC1CCCCC1)N(CCO)Cc1cc2cc3c(cc2[nH]c1=O)OCCO3	0.9	0.8	3.0	12.8	-18.2	15.1	15.7	0.0	-1.0
COc1cccc(NC(=O)Nc2cccn(Cc3ccc(C)cc3)c2=O)c1	3.1	-1.0	-14.0	1.1	-3.8	6.7	-9.2	8.8	-5.5
COc1ccc(-c2nnn(CC(=O)N(CC(=O)NC3CCCC3)Cc3ccco3)n2)cc1OC	.	-2.2	4.8	-3.0	4.2	7.4	-2.1	1.3	0.7
CCCC(=O)NC(C)C(c1cccs1)N1CCN(C)CC1 (stereo not drawn)	0.3	1.2	-2.3	3.7[fluorescence artefact?]	-3.7	17.2	7.0	-2.4	4.6
O=C(Nc1nc(COc2ccccc2)cs1)c1ccccc1F	.	0.1	-12.7	-1.2	-5.2	11.3	9.0[fluorescence artefact?]	2.9	8.7
CC1CC(C)(C)NC(=S)N1CCCC(=O)NCCc1ccc(Cl)cc1 (stereo not drawn)	2.0	0.6	3.4	0.4	2.5	10.8	-14.6	-0.6	-0.7
Cc1onc(-c2c(Cl)cccc2Cl)c1NC(=O)NC1CCSC1 (stereo not drawn)	2.6	3.5	-15.9	1.2	4.4	-1.2	-4.3	5.0	0.1
COc1ccc(CCNC(=S)Nc2ccc(C(C)C)cc2)cc1	-2.0	-1.6	-11.6	3.8	-0.5	4.8	-6.3	-1.0	-1.2
Cc1cccc2[nH]c(-c3ccc(NC(=O)c4ccco4)cc3)nc12	-2.5	1.6	-2.4	5.8	-6.7	8.6	17.7	1.9	4.7
